Compound activity as filed in PubChem.
NALP1 yeast inh = blocks the NALP1 inflammasome reconstituted in yeast; S. cerevisiae NALP1/ASC/caspase-1 growth, X-gal OD620, 72 h; inhibition, % at 10 µM; actives 0.61% (n = 280,000); AID 2071; in the data active = inhibition mostly above about 24%, no sharp cut-off; inactive = mostly below about 32%; note: some compounds called inactive have numbers as strong as hits
VIM-2 inhibitor = blocks Pseudomonas aeruginosa VIM-2 metallo-beta-lactamase; purified VIM-2, nitrocefin hydrolysis, epi-absorbance fluorescence; inhibition, % at 5.6 µM; actives 0.89% (n = 290,000); AID 1527;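 active = inhibition above the mean of all tested compounds plus 3 SD, cutoff set per screening run, cut at about 7.5% in these data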;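 note: red hydrolysis product quenches plate fluorescence so inhibitors raise well fluorescence; 0% = enzyme with DMSO and 100% = DMSO without enzyme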
IMP-1 inh = blocks Pseudomonas aeruginosa IMP-1 metallo-beta-lactamase; purified IMP-1, nitrocefin hydrolysis, epi-absorbance fluorescence; inhibition, % at 5.6 µM; actives 0.45% (n = 290,000);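 active = inhibition above the mean plus 3 SD of all compounds in the same screening run, cut at about 4.5% in these data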;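 note: 0% = IMP-1 with DMSO and 100% = DMSO wells lacking enzyme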
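System: purified IMP-1 / Input: IMP-1 dispensed at 0.2 nM / Medium: 50 mM HEPES pH 7.1, 50 µM ZnSO4, 0.05% Brij 35 / Timing: 15 min enzyme–compound preincubation, then 25 min nitrocefin reaction, 25 °C / Technique: plate fluorescence quenching by hydrolysis product, ex 480/em 530 nm / Repeats: singlicate testing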
NS3 helicase inh = inhibitors of Hepatitis C virus NS3 helicase; NS3 helicase DNA unwinding, Cy5 molecular beacon fluorescence; inhibition, % at 10.9 µM; actives 0.56% (n = 290,000); AID 1800;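 active = inhibition above the mean of all tested compounds plus 3 SD, set per campaign, cut at about 35% in these data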;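 note: 0% = DMSO wells and 100% = thioflavine S control wells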
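Control set: DMSO versus 110 µM thioflavine S; Material: NS3 helicase fragment of HCV; Measured by: Cy5 fluorescence at 0 and 60 min, beacon hairpin quenching; Read-out basis: percent inhibition from t60/t0 fluorescence ratio; Times: reaction time 60 min, 25 °C; Repeats: single replicate; Compound dosing: single dose, 10.9 µM nominal final, DMSO 0.8% final.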
SUMO HTRF inh = SUMOylation inhibition; actives 0.36% (n = 290,000); inhibition, % at 35 µM; HTRF SUMOylation assay, SAE1/SAE2 + UBC9, in vitro; P63279; in the data active = inhibition above about 50%, passing the limit was not always enough; inconclusive = no clear call, values can overlap the other calls; note: strong numbers were not always called active
Target sequence (P63279 whole entry, looked up): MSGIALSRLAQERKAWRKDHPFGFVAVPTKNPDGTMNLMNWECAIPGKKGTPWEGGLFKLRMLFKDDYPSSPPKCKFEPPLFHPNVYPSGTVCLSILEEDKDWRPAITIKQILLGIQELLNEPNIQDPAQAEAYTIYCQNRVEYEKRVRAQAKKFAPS
MEKK2 WT-MEK5 = raises or lowers MEK5 binding to wildtype human MEKK2 PB1 domain; Q9Y2U5; binding response (% of control), % at 10 µM; bead flow cytometry, Alexa488-MEK5 binding to MEKK2 WT; actives lie on both sides; actives 1.1% (n = 290,000); in the data active = binding response below about 67% or above about 130%; inconclusive = no clear call, values can overlap the other calls; inactive = in between
MEKK2 mut-MEK5 = signal of MEK5 binding to mutant human MEKK2 PB1 domain; bead flow cytometry, Alexa488-MEK5 binding to MEKK2 mutant; percent response, % at 10 µM; actives 0.35% (n = 290,000); in the data active = percent response above about 24%, passing the limit was not always enough; note: inactives centre near 1; some results filed as inactive read as strong as hits
PfM18AAP inh = PfM18AAP enzyme inhibition. recombinant PfM18AAP, H-Glu-NHMec fluorogenic cleavage. inhibition, % at 7.35 µM. AID 1822. actives 1.2% (n = 290,000);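 active = inhibition above the campaign mean inhibition over all tested compounds plus 3 SD, cut at about 28% in these data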;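 note: 0% = plate median of test compound wells and 100% = 2 mM ZnCl2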
FID counter = fluorescent intercalator displacement, NS3 helicase counter-screen | DNA fluorescent intercalator displacement, fluorescence | inhibition, % at 7.9 µM | actives 0.17% (n = 290,000) | AID 1845; in the data active = inhibition above about 37%;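 note: 0% = vehicle and 100% = reference compound; higher means more ethidium bromide displaced from hairpin DNA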
Numbers without * were called inactive; u = inconclusive; x = no result given.

No.	smiles	MEKK2 mut-MEK5	VIM-2 inhibitor	SUMO HTRF inh	FID counter	NS3 helicase inh	PfM18AAP inh	IMP-1 inh	MEKK2 WT-MEK5	NALP1 yeast inh
1	COc1ccccc1NC(=O)c1ccc(S(=O)(=O)N2CCCC(C)C2)cc1 (stereo not drawn)	6	0.2	9	-29	-1	-7	-2.9	102	14
2	CCOc1cc(N2CCOCC2)c(OCC)cc1NC(=O)CSc1n[nH]c(N)n1	-11	-3.0	14	-16	4	3	-3.9	99	-5
3	N#Cc1c(SCC(N)=O)nc(-c2ccccc2)c2c1CCCC2	2	-2.3	13	-16	-15	-8	-1.4	104	2
4	COC(=O)c1sc2ncn(CC(=O)N(C)C3CCCCC3)c(=O)c2c1C	0	-2.7	-1	-27	-3	0	-2.7	101	17
5	CCOc1ccc(N(CC(=O)OC)S(=O)(=O)c2ccc(OC)c(OC)c2)cc1	4	-5.0	-3	-21	4	-9	-3.7	100	0
6	COc1cccc(NC(=O)c2ccc3nc(C)sc3c2)c1	6	-0.5	4	-10	-6	-4	-0.1	106	16
7	O=C(c1cc(-c2ccccc2)nc2ccccc12)N1CCN(c2ccccn2)CC1	3	-3.4	-5	-29	-10	-8	-7.7	106	14
8	O=C(CNC(=O)c1cccc(Br)c1)N/N=C/c1ccc[nH]1	-3	-6.6	3	1	-2	1	-4.6	98	19
9	COC(=O)[C@@]1(Cc2ccc(F)cc2)[C@H]2c3cc(C(=O)N4CCCC4)n(Cc4ccc(C(F)(F)F)nc4)c3C[C@H]2CN1C(=O)c1ccccc1	3	-2.5	-27	-34	3	6	-1.9	89	30
10	Cc1ccc(NC(=S)NCC(O)c2ccccc2)c(C)c1 (stereo not drawn)	2	-1.4	12	-8	3	-11	-1.6	107	10
11	O=C(Nc1ccc2c(c1)OCO2)c1cccc(F)c1	2	1.9	16	-3	-3	0	-3.0	105	2
12	O=C1NC(=Nc2ccc(O)cc2)S/C1=C/c1ccco1	-13	0.6	13	2	9	-2	-1.8	88	4
13	OCCC1CN(CC(c2ccccc2)c2ccccc2)CCN1C1CCCC1 (stereo not drawn)	-5	-0.9	4	19	-19	3	-2.0	111	9
14	C[C@H](NC(=O)c1ccco1)C(=O)Nc1cccc([N+](=O)[O-])c1	-2	-3.7	5	4	0	0	-4.3	100	1
15	Cc1cccc(N2CCN(Cc3ccoc3)CC2)c1C	1	-1.6	25	1	-2	5	1.0	105	-2
16	COc1ccc(S(=O)(=O)N2CCN(CC(=O)NC3CC3)CC2)cc1	6	-1.7	12	-7	-1	3	-3.4	105	2
17	Cc1cc(C)nc(NNC2=CC(=[N+]3CCCC3)CCC2)n1	-11	-3.4	5	-10	-2	57*	-4.9	94	0
18	COc1cc(Br)cc2cc(C(=O)N3CCN(C(=O)c4ccco4)CC3)c(=O)oc12	-2	-0.8	0	-14	1	-8	2.4	98	x
19	Cc1cc2c(=O)n(Cc3ccco3)c(SCC(=O)c3ccc(Cl)s3)nc2s1	1	-1.6	25	-8	-2	-8	-2.7	94	12
20	Cc1cc(C)c(C#N)c(Nc2ccc3c(c2)OCCO3)n1	4	-3.0	3	-3	3	-3	-1.4	102	6
21	CCCn1c(C)cc(C(=O)COC(=O)c2cc(S(=O)(=O)NCC(C)C)c(Cl)cc2Cl)c1C	1	-1.3	7	-16	-2	9	0.6	101	7
22	COc1ccc(CCNC(=O)Cn2cc(C(F)(F)F)cc(Cl)c2=O)cc1	3	-3.6	4	-4	8	0	-2.3	101	27
23	c1ccc(-c2nnsc2-c2ccccc2)cc1	3	-2.7	-6	-9	1	4	-2.9	105	-2
24	CC(=O)N1N=C(c2ccco2)CC1c1ccc(C)cc1 (stereo not drawn)	1	-1.6	12	-4	7	3	-3.3	110	25
25	CC(=O)N1CCN(c2ccc(S(C)(=O)=O)cc2[N+](=O)[O-])CC1	-1	-0.3	-7	1	1	-8	-3.1	109	-10
26	Fc1ccccc1COc1ccc(/C=N/NC(=S)NCc2ccccc2)cc1	1	-5.2	-28	-6	4	1	-3.8	98	4
27	COc1ccc(-n2c(SCc3ccc([N+](=O)[O-])cc3)nnc2-c2ccc(C)cc2)cc1	5	-3.8	-13	-12	-20	-3	-3.8	89	14
28	COc1ccc(-n2c(Cn3c(=O)sc4ccccc43)nnc2SCC(=O)N2CCCC2)cc1	1	-0.1	15	-32	-3	-6	-2.2	103	-13
29	O=C(C1CC1)N1CCc2cc(Br)cc(S(=O)(=O)N3CCCCCC3)c21	-4	0.9	13	-19	2	0	-2.9	94	35
30	CC1CCc2nn(CC(=O)NCc3ccc4c(c3)OCO4)cc2C1 (stereo not drawn)	-2	-3.0	4	-16	13	3	-3.2	99	x
31	COc1cc2c(C)nc3onc(-c4ccccc4)c3c2cc1OC	7	-2.4	-9	-2	-1	-4	-0.6	110	-12
32	Cc1ccc(CCNC(=O)C2CCN(S(=O)(=O)c3ccc4c(c3)oc(=O)n4C)CC2)cc1	-2	-3.3	5	-14	-2	-2	-1.4	103	12
33	O=C(/C=C/c1ccco1)NCc1ccc2c(c1)OCO2	-1	-0.6	25	-8	-3	-18	-1.9	101	0
34	COc1ccc(-n2c(C)cc(C(=O)CSc3nnc(-c4ccoc4C)n3C)c2C)cc1	1	-2.8	-9	-16	22	4	-3.8	102	-2
35	O=C(O)Cc1c[nH]c2cccc(O)c12	-7	-1.3	u	-5	32	44*	-2.0	95	-15
36	COc1ccc(-c2nc(SC(CC(=O)NCc3ccccc3)c3ccc(OC)c(OC)c3)n[nH]2)cc1 (stereo not drawn)	0	-4.0	10	-23	-9	-5	-1.6	101	21
37	CC1CCc2cc(F)ccc2N1C(=O)CSc1nnc2c3ccccc3n(C)c2n1 (stereo not drawn)	-1	1.8	8	-3	0	4	-0.3	94	23
38	COc1ccc(N/C=C(\C=C\C#N)S(=O)(=O)c2ccccc2)cc1	9	-3.5	22	-17	9	4	-4.0	105	5
39	Cc1ccc(S(=O)(=O)C2(C(=O)N3CCN(C4CCCCC4)CC3)CC2)cc1	0	-5.1	4	-1	2	3	-2.4	97	6
40	CCOC(=O)c1ccccc1NC(=O)CSc1nnnn1C1CCCCC1	-4	-3.4	4	-8	-8	-3	-1.6	100	5
41	O=C(Nc1ccccc1)N(Cc1ccccc1)C1=NCCS1	-7	-2.0	15	0	5	-1	-1.8	96	-12
42	Cc1ccc(N2C(=O)CSCC2=O)cc1	-14	-1.5	5	0	-2	-5	-4.5	89	26
43	CCn1c(C)c(C(C)=O)c(N2CCN(C(=O)c3ccco3)CC2)nc1=S	6	0.8	1	-1	-7	1	-2.2	106	4
44	Cc1ccc([N+](=O)[O-])cc1S(=O)(=O)Nc1ccccn1	1	-3.0	5	4	3	-13	-2.5	102	7
45	COc1ccccc1NC(=O)c1cc([N+](=O)[O-])ccc1N1CCOCC1	8	-1.0	19	-8	-2	2	-2.6	108	17
46	O=[N+]([O-])c1ccc(/C=N/NC2=NS(=O)(=O)c3ccccc32)cc1	-2	-5.8	12	9	10	3	-2.2	96	15
47	COc1ccc(C2SCCN2S(=O)(=O)c2ccccc2)cc1OC (stereo not drawn)	-3	4.0	-4	-22	-2	3	0.7	101	2
48	O=C(CSc1nnc(-c2ccccc2)n1C1CCCCC1)Nc1ccc(S(=O)(=O)Nc2ccccn2)cc1	2	-3.3	-1	-4	-25	-3	-1.9	98	3
49	Oc1ccc(NCc2ccccc2OCc2ccccc2)cc1	-1	-2.8	26	0	10	49*	-3.7	92	44
50	CC(C)n1nc(C(=O)Nc2nnc(SCc3c(Cl)cccc3Cl)s2)c2ccccc2c1=O	15	-7.1	1	1	3	2	-4.4	102	-2

2 records picked at random from the list so far:
No.	smiles	MEKK2 mut-MEK5	VIM-2 inhibitor	SUMO HTRF inh	FID counter	NS3 helicase inh	PfM18AAP inh	IMP-1 inh	MEKK2 WT-MEK5	NALP1 yeast inh
34	COc1ccc(-n2c(C)cc(C(=O)CSc3nnc(-c4ccoc4C)n3C)c2C)cc1	1	-2.8	-9	-16	22	4	-3.8	102	-2
49	Oc1ccc(NCc2ccccc2OCc2ccccc2)cc1	-1	-2.8	26	0	10	49*	-3.7	92	44

Additional records follow.
No.	smiles	MEKK2 mut-MEK5	VIM-2 inhibitor	SUMO HTRF inh	FID counter	NS3 helicase inh	PfM18AAP inh	IMP-1 inh	MEKK2 WT-MEK5	NALP1 yeast inh
51	COc1cc(C(=O)N2CC(C)OC(C)C2)c([N+](=O)[O-])cc1OC (stereo not drawn)	3	-2.5	8	1	9	4	-2.1	102	41
52	CCC(=O)N1C(C(=O)O)CSC1c1ccc(OC)cc1 (stereo not drawn)	1	-3.6	19	0	2	-2	-3.0	102	-6
53	COc1ccc(/C=C/c2nc3ccccc3c(=O)o2)cc1	1	-0.8	11	-33	3	2	-0.9	97	23
54	CCOC(=O)N1CCN(C(=O)CCC2CCCC2)CC1	3	-2.2	12	-15	10	1	-2.2	107	8
55	O=C(COC(=O)c1cnccn1)c1ccc(Cl)c([N+](=O)[O-])c1	3	1.5	7	9	10	7	0.1	96	-14
56	C=CCn1cc(C(=O)NCCN(CC)CC)c(=O)c2cc(S(=O)(=O)N3CCCCCC3)ccc21	2	0.4	-15	19	-4	0	-4.0	103	12
57	CCOC(=O)COc1cc(N)c(Cl)cc1Cl	-15	1.6	-4	6	4	-5	-1.2	83	5
58	CCCn1nc2cc(C(=O)NCC34CC5CC(CC(C5)C3)C4)ccc2c1OCC	8	-2.1	16	-23	-16	-13	-0.5	107	15
59	NC(=O)C1CCCNC1 (stereo not drawn)	5	x	-4	x	x	x	x	110	15
